Giardia kill: kills Giardia lamblia | Giardia lamblia trophozoite viability | activity change, % at 7.66 µM, hits read low | 340,000 compounds, 0.15% hits | AID 540267; in the data active means activity change below about -80%; inconclusive means between about -30% and that limit;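 further: parasites exposed to compound for two days anaerobically before the ATP read; on the % scale 0 is the no-effect control and ±100 the full control effect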
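Anaerobic 48 hrs incubation at 37 deg C of 100 trophozoites/well with test compounds; ATPLite 1-Step luminescence, 15-30 min RT, reports cellular ATP as viability.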
B2AR arrestin: recruits beta-arrestin to the human beta2-adrenergic receptor; P07550; beta-arrestin recruitment to beta2AR, cell-based reporter; Potency, µM (titrated, usually from 46.1 µM), inactives show at the top dose activation, actives largely listed as activators; 330,000 compounds, 0.02% hits; AID 492947;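 further: potency means the concentration at half of the fitted maximal effect; 0% = DMSO controls and full agonism = EC100 isoproterenol or metaproterenol; nearly all actives have a fitted effect of over 65% in size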
FBPA coupling cs: inhibits coupling enzyme system, counter-screen for aldolase hits | coupling enzyme system counterscreen, AmpLite Red fluorescence | activity change, negative = inhibition, % at 58.2 µM, hits read low | 290,000 compounds, 0.67% hits | AID 2472; in the data active means activity change below about -30%; further: on the % scale 0 is the no-effect control and ±100 the full control effect
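Final compound at 57.5 uM, incubated 10 min at RT with coupling enzyme reagent (glyceraldehyde-3-phosphate), then 20 min with substrate and AmpLite Red detection. Fluorescence read at 525/598 nm; tests interference with the coupling assay, not aldolase inhibition.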
Tb PFK inh: inhibitors of T. brucei phosphofructokinase; O15648; T. brucei PFK, ADP-Glo luminescence; Potency, µM (titrated, usually from 57.5 µM), without a hit: at the top dose activity, negative = inhibition, hits mostly inhibitors; 330,000 compounds, 0.17% hits; AID 485367;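 further: potency means the concentration at half of the fitted maximal effect; 0% = uninhibited 1x PFK enzyme wells and -100% = no-enzyme wells; nearly all actives have a fitted effect of over 60% in size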
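Activity is normalized to no-enzyme wells (full inhibition) and 1.25 nM enzyme wells (no inhibition). Reaction: 0.5 mM F6P, 0.1 mM ATP, 45 min RT, ADP-Glo luminescence; concentration-response curves fitted and classed by quality.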
Menin MLL FP TR: displaces Texas Red mutant MLL peptide from human menin; Potency, µM (titrated, usually from 61.6 µM), for inactives: top-dose FP activity change, negative = inhibition, hits mostly inhibitors; 270,000 compounds, 0.23% hits; O00255; Menin + Texas Red MLL mutant peptide, fluorescence polarization; active means well fitted inhibition curve with a large enough effect in the polarisation, with a control signal flat, not every such curve was filed as active; inconclusive means small, poorly fitted or top-dose-only effect, or effect the other way, or a change in a side signal; inactive means no such curve, though single readings can be large or run the other way; the % refers to the polarisation; further: potency means the concentration at half of the fitted maximal effect; % of control where 0% means no effect; many of its hits are not listed in these tables
S-ASM inh: human S-ASM enzyme inhibition | 340,000 compounds, 0.006% hits | placental ASM, HMU-PC fluorogenic substrate, 60 min | Potency, µM (titrated, usually from 57.5 µM), inactives show at the top dose activity change, negative = inhibition, usual class: inhibitors | AID 504937 | P17405; further: potency means the concentration at half of the fitted maximal effect
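HMU-PC0 cleavage (9 uM final) by human placental ASM, 60 min at 37 °C following 10 min compound exposure at RT; stopped at pH 10, fluorescence Ex 386/Em 447 nm.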
PKM2 activator: activators of human pyruvate kinase M2 | Potency, µM (top dose mostly 57.5 µM), for inactives: top-dose activation, usual class: activators | purified PKM2, Kinase-Glo ATP luminescence, activation; response scale: 0% is enzyme alone, no compound | 260,000 compounds, 0.34% hits | P14618; further: potency means the concentration at half of the fitted maximal effect; on the % scale 0 is the no-effect control and ±100 the full control effect; nearly all actives have a fitted effect of over 55% in size
Target sequence (P14618 whole entry, looked up): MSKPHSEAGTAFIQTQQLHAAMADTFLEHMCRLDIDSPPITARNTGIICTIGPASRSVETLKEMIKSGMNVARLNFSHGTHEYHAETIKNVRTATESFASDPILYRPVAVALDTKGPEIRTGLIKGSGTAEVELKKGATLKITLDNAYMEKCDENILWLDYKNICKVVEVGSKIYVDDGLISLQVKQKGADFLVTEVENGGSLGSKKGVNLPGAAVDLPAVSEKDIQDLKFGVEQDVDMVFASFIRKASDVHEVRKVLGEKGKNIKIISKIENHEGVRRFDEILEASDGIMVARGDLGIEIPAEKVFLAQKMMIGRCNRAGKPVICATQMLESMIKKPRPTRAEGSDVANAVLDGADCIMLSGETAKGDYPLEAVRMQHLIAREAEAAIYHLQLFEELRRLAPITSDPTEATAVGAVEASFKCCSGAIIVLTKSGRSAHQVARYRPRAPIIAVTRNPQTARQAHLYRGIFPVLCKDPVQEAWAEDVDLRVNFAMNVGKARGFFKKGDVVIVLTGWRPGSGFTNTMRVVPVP
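Purified hPK-M2 (>95% pure) converted ADP (0.1 mM final) to ATP with 0.5 mM PEP in 50 mM imidazole pH7.2, KCl, MgCl2, Tween 20, BSA; 1 h at room temperature. ATP detected by Kinase-Glo luminescence.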
TSG101-PTAP inh: blocks PTAP/TSG101 interaction to inhibit HIV-1 budding. Fluorescence polarization, FITC-PTAP peptide / Tsg101 binding. 340,000 tested, under 10 active. Potency, µM (titrated, usually from 115 µM), for inactives: at the top dose activity change, negative = inhibition, hits mostly inhibitors. AID 493005; active means well fitted inhibition curve with a large enough effect in the main read-out, with a control signal flat, not every such curve was filed as active; inconclusive means small, poorly fitted or top-dose-only effect, or effect the other way, or a change in a side signal; inactive means no such curve, though single readings can be large or run the other way; further: potency means the concentration at half of the fitted maximal effect; % of control where 0% means no effect
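Fluorescence polarization binding of Tsg101 binding domain (10 uM final) to FITC-labeled PTAP peptide (50 nM final) in HEPES pH 7.5 buffer with NaCl, Tween 20, EDTA, TCEP. Compounds added before peptide; binding 20 min at RT.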
BCR signal inh: chronic active BCR signaling inhibition; Potency, µM (doses to about 46.1 µM), for the others: top-dose ratio change, negative = lower green/red ratio, most hits filed as inhibitors; ABC-DLBCL IkBa-CBG/CBR reporter, luminescence ratio, 4 h; AID 493014; 340,000 compounds, 0.05% hits; active means well fitted inhibition curve with a large enough effect in the signal ratio, with a control signal flat, not every such curve was filed as active; inconclusive means small, poorly fitted or top-dose-only effect, or effect the other way, or a change in a side signal; the % refers to the signal ratio;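 further: potency means the concentration at half of the fitted maximal effect; plate controls were basal doxycycline-induced cells for no effect and cells given 10 µM MG132 for full effect; MG132 reads +100%, hits lower the ratio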
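Compounds up to 46 uM were incubated four hours with TMD8 cells whose green CBG68 luciferase is fused to IkappaBalpha; red CBR luminescence normalised the signal, and concentration-effect curves were fitted to fusion, red and ratio data.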
a7 integrin act: activators of alpha7 integrin expression for muscular dystrophy; alpha7betagal myoblasts, beta-gal FDG fluorescence, 48 h; Potency, µM (series often up to 38.3 µM), for the others: top-dose activation, actives largely listed as activators; 350,000 compounds, 0.064% hits;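 further: potency means the concentration at half of the fitted maximal effect; 100% = response of the positive control SU9516; nearly all actives have a fitted effect of over 60% in size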
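Alpha7betagal+/- myoblasts (passage 13) were plated 16-24 hr, then exposed to compounds (1:260 dilution of DMSO stock) for 48 hours at 37C. After MPER lysis, β-galactosidase reporter activity was read as FDG fluorescence (ex 480/em 540) after 30 minutes.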
GALK inh: blocks human galactokinase activity. 270,000 compounds, 0.007% hits. Potency, µM (series often up to 57.5 µM), inactives show at the highest dose activity change, negative = inhibition, usual class: inhibitors. P51570. Purified GALK, Kinase-Glo residual ATP luminescence; further: potency means the concentration at half of the fitted maximal effect; on the % scale 0 is the no-effect control and ±100 the full control effect
Target sequence (P51570 whole entry, looked up): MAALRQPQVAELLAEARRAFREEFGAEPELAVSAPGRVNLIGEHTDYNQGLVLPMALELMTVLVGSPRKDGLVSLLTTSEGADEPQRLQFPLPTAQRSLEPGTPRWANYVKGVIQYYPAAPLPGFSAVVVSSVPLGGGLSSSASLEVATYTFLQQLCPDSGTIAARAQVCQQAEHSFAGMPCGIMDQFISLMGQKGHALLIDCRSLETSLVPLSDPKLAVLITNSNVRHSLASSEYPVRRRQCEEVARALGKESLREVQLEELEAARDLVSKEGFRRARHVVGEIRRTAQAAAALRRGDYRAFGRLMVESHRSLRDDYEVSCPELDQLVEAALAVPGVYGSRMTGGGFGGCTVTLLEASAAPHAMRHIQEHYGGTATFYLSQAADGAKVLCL
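The enzyme phosphorylates galactose (100 uM) using ATP (35 uM); inhibition is detected as higher residual ATP, quantified by bioluminescence after 1 h reaction at room temperature, pH 8.0.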
Starred values were filed as active, the others as inactive; ? = inconclusive; / = no result given; [ ] = another dose, or the depositor's remark. Unless noted, the call rests on the fitted dose curve; in most records, active means well fitted curve in the direction sought with a large enough effect; inconclusive means small, poorly fitted or top-dose-only effect, or another doubt; inactive means no such curve, though single readings can be large; an effect the other way counts as inactive or inconclusive. This is a subset, so the mix of outcomes need not match the whole.

Screens in order: Giardia kill, B2AR arrestin, FBPA coupling cs, Tb PFK inh, Menin MLL FP TR, S-ASM inh, PKM2 activator, TSG101-PTAP inh, BCR signal inh, a7 integrin act, GALK inh
Cc1ccc(-c2csc3nc(SCC(=O)N(C)C)n(Cc4ccccc4)c(=O)c23)cc1
→ -10, 0.3%, -1, -2%, -7%, -16%, -14%, -6%, -3%, -41%, 3%
CN(Cc1cc2ccccc2[nH]c1=O)S(C)(=O)=O
→ 21, 0.3%, 3, -8%, 2%, 2%, 0%, -3%, -16%, 0%, -3%
O=C(O)C1C2C=CC(O2)C1C(=O)NC1CCCc2ccccc21 (stereo unspecified)
→ -28, 0.2%, 1, -1%, -9%, -1%, 0%, -4%, 0%, 2%, 0%
O=C(CSc1nnc(-c2ccco2)o1)c1ccccc1Cl
→ -4, -0.1%, 3, -1%, -4%, 1%, -1%, -4%, ?, 9%, 10%
CCOc1ccc(N(CC(=O)NCCc2ccccc2)C(=O)c2csnn2)cc1
→ -1, -0.5%, 0, 2%, -26%, 0%, /, 0%, 2%, 0%, 0%
CCSc1nnc2ccc(-c3ccco3)nn12
→ -3, 0.0%, 1, -5%, 1%, -2%, 5%, 0%, 2%, -17%, 1%
N#CC12C(N)=NC3(OCCO3)C1(C#N)C1=C(CCC1)NC2c1ccccc1 (stereo unspecified)
→ 31[activator], -1.1%, -5, 1%, 3%, 37%[activator], 6%, 1%, 8%, 14%, 5%
O=C1c2ccccc2C(=O)C12OC(c1ccccc1)C1(C(=O)c3ccccc3C1=O)C2c1cccc([N+](=O)[O-])c1 (stereo unspecified)
→ /, -0.3%, -4, 5%, -25%, /, -9%, /, 5%, /, -2%
O=C1N2CCSC2=NC1(Nc1ccccn1)C(F)(F)F (stereo unspecified)
→ 3, 0.0%, -1, 2%, 3%, 2%, -2%, -4%, ?, 14%, -2%
O=C(CNC(=O)c1ccc(Br)o1)Nc1cccc(S(=O)(=O)N2CCCC2)c1
→ 18, 0.1%, /, 0%, /, 3%, /, -11%, -4%, 1%, /
CC(C)CC(=O)Nc1ncnc2c1C(=O)CC(C)(C)C2
→ 10, -0.1%, 0, -10%, -5%, -3%, -8%, -10%, ?, -13%, 0%
O=C(Nc1cccc(Cl)c1)OCc1cncs1
→ -2, 0.3%, 0, -5%, 2%, 0%, 4%, -3%, 0%, -7%, -2%
NC1=NC(c2cn(-c3ccccc3)nc2-c2cccs2)n2c(nc3ccccc32)N1 (stereo unspecified)
→ 11, 3.5%, -1, 1%, -6%, -15%, -17%, -2%, ?, -19%, -3%
Cc1[nH]n(-c2ccccc2)c(=O)c1C=NC1CCCCCC1
→ -6, -0.3%, 1, -2%, -2%, 4%, -1%, -4%, ?, -21%, -2%
CC(C)NC(=O)c1ccc2c(=O)n(CC3CCCO3)c(=S)[nH]c2c1 (stereo unspecified)
→ -1, -0.2%, -3, -4%, -14%, 10%, 2%, -1%, 9%, -14%, -1%
O=C(CN1CCN(c2ccccn2)CC1)Nc1ccc2ccccc2c1
→ -1, 0.0%, 2, -2%, 0%, 1%, 0%, 0%, -7%, 10%, -2%
CC(=O)Nc1ccc(N2CCOCC2)c(C(=O)Nc2cccc(C)c2)c1
→ 8, -0.2%, -2, 0%, 0%, -2%, -6%, -6%, -13%, 0%, -3%
COc1cccc(CN(C)C(=O)CC23CC4CC(CC(C4)C2)C3)c1OC
→ -29, -0.3%, -1, 3%, ?, -1%, /, -1%, 3%, -7%, -2%
COC(=O)CNC(=O)C1CCN(S(=O)(=O)c2cccc3nsnc23)CC1
→ 7, 0.5%, /, -3%, /, -10%, /, 0%, -5%, -14%, 1%
COc1cc(OC)nc(Oc2ccc(N)c(C)c2)n1
→ -3, 0.5%, 0, 0%, 21%, 3%, /, -6%, ?, 8%, 2%

The last 2 entries of the part before are carried over, then new ones follow:
Screens in order: Giardia kill, B2AR arrestin, FBPA coupling cs, Tb PFK inh, Menin MLL FP TR, S-ASM inh, PKM2 activator, TSG101-PTAP inh, BCR signal inh, a7 integrin act, GALK inh
COC(=O)CNC(=O)C1CCN(S(=O)(=O)c2cccc3nsnc23)CC1
→ 7, 0.5%, /, -3%, /, -10%, /, 0%, -5%, -14%, 1%
COc1cc(OC)nc(Oc2ccc(N)c(C)c2)n1
→ -3, 0.5%, 0, 0%, 21%, 3%, /, -6%, ?, 8%, 2%
O=C(CCc1nnc(-c2ccc(-c3ccccc3)cc2)o1)NCCc1ccccn1
→ -22, 0.0%, -1, -4%, -4%, 3%, -4%, -5%, ?, -16%, 8%
CCC(CC)NC(=O)COn1nnc2ccc(S(=O)(=O)N3CCOCC3)cc21
→ 9, -0.1%, /, -2%, /, -4%, /, -2%, 1%, -12%, /
CCn1cc(C(=O)N2CCn3c(nc4ccccc43)C2)c(=O)c2ccc(C)nc21
→ -10, -0.3%, 0, 1%, -1%, -3%, 8%, -5%, -14%, 7%, 2%
CCCNS(=O)(=O)c1ccc(OCC(=O)Nc2ccc3c(c2)OCCO3)cc1
→ -4, 3.0%, 5, -7%, /, 0%, -10%, -9%, ?, -12%, -3%
O=C(Cn1cnc2ccccc21)NCCCN1CCOCC1
→ 9, -0.3%, 0, 0%, 0%, 2%, -12%, -4%, 1%, -9%, 1%
CCN(CC)c1ccc(C(=O)N/N=C(\C)c2cccnc2)cc1
→ -8, -0.2%, 0, -3%, -26%, 5%, 2%, -1%, 0%, 23%, 11%
NNC(=O)c1nc[nH]c1C(=O)Nc1ccccc1
→ -11, 0.2%, 5, 6%, -13%, 5%, 1%, -3%, 0%, 8%, -6%
O=C(NCCC(=O)N1CCN(S(=O)(=O)c2ccc(F)cc2)CC1)Nc1ccccc1
→ -6, -0.2%, /, -4%, /, -2%, /, -1%, 3%, 4%, /
Cc1[nH]c2ccccc2c1C(=O)C(=O)NCCOc1ccccc1
→ 16, 0.1%, 3, -6%, 0%, -5%, -1%, 14%, ?, -24%, 1%
COc1cc(Cl)ccc1S(=O)(=O)n1nc(C)cc1C
→ -1, 0.2%, 1, 21%, 8%, 3%, -18%, -10%, ?, 23%, 1%
N#CCCN(Cc1cccs1)C(=O)c1ccc(Cl)cc1
→ 3, -0.5%, 2, -2%, /, 4%, 2%, -5%, -7%, 12%, 6%
O=C(CSc1nnc(-c2ccccc2F)o1)N1CCCC1
→ 5, 0.0%, 3, 3%, -6%, -1%[11.5 µM], 1%, -1%, 0%, 10%, -1%
Nn1c(SCc2cccc3ccccc23)nnc1-c1ccco1
→ -11, 0.1%, 0, 4%, -7%, 4%, 5%, -3%, 3%, -19%, 0%
CSc1ncccc1C(=O)NNc1cc(Cl)ccc1Cl
→ 6, 0.0%, -1, 0%, 4%, 0%, /, -5%, -15%, -9%, -1%
O=C(COC(=O)c1ccccn1)NCCc1ccc(Cl)cc1
→ -5, 0.5%, /, 0%, /, 3%, /, -4%, -2%, 17%, /
O=C(C1CCCN(Cc2ccccc2F)C1)N1CCCCC1 (stereo unspecified)
→ -7, -0.5%, 0, 0%, -20%, 3%, /, 0%, -7%, 0%, -1%
Cc1cc(/C=C2\SC(=S)N(Cc3ccco3)C2=O)c(C)n1-c1ccccc1
→ -21, -0.6%, -1, -3%, ?, -2%, 28%, -21%, 0%, -31%, 3%
CCSc1nnc(-c2cccnc2)n1Cc1ccco1
→ -10, 0.0%, -2, 4%, 2%, -1%, -3%, -8%, 0%, 0%, -2%
Cc1cccc(-c2nnc3n2N=C(c2ccc(Br)cc2)CS3)c1
→ 7, 0.3%, 3, 5%, -15%, 0%, 0%, -5%, -1%, -24%, 1%
CCOC(=O)/C(=N/Nc1ccc(Cl)cc1)S(=O)(=O)c1ccc(Cl)cc1
→ 5, 0.1%, 6, -4%, ?, -2%, -7%, -6%, -22%, 12%, 1%

Screening data: PubChem, National Center for Advancing Translational Sciences (NCATS)
